Coupling enz: qHTS Assay for Inhibitors of Fructose-1,6-bisphosphate Aldolase from Giardia Lamblia: Coupling assay counterscreen; AID 2472, 2010; 0.67% of 290,000 active; coupling enzyme system counterscreen, AmpLite Red fluorescence; activity change, negative = inhibition, % at 58.2 µM, hits read low; in the data active means activity change below about -30%; further: on the % scale 0 is the no-effect control and ±100 the full control effect
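Fluorescence at 525 nm excitation and 598 nm emission measured inhibition of the coupled detection system without aldolase. Compounds (at 57.5 uM final) were preincubated 10 min at room temperature with coupling enzyme reagent before a 20 min substrate/AmpLite Red step.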
Chronic BCR inh: qHTS Assay to Find Inhibitors of Chronic Active B-Cell Receptor Signaling | ABC-DLBCL IkBa-CBG/CBR reporter, luminescence ratio, 4 h | 0.05% of 340,000 active | Potency, µM (highest dose often 46.1 µM), without a hit: at the top dose ratio change, negative = lower green/red ratio, hits mostly inhibitors; active means well fitted inhibition curve with a large enough effect in the signal ratio, with a control signal flat, not every such curve was filed as active; inconclusive means small, poorly fitted or top-dose-only effect, or effect the other way, or a change in a side signal; the % refers to the signal ratio;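 further: potency means the concentration at half of the fitted maximal effect; plate controls were basal doxycycline-induced cells for no effect and cells given 10 µM MG132 for full effect; MG132 reads +100%, hits lower the ratio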
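TMD8 ABC-DLBCL cells carrying doxycycline-inducible green luciferase fused to IkappaBalpha plus unfused red luciferase were exposed to compounds (up to 46 uM) for 4 hrs at 37C. Activity came from the overlap-corrected green/red luminescence ratio.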
Menin MLL FP TR: qHTS Assay for Inhibitors Targeting the Menin-MLL Interaction in MLL Related Leukemias: Competition With Texas Red Labeled MLL-derived Mutant Peptide | Menin + Texas Red MLL mutant peptide, fluorescence polarization | Potency, µM (doses to about 61.6 µM), for inactives: at the highest dose FP activity change, negative = inhibition, usual class: inhibitors | 0.23% of 270,000 active | AID 1768, 2009; active means well fitted inhibition curve with a large enough effect in the polarisation, with a control signal flat, not every such curve was filed as active; inconclusive means small, poorly fitted or top-dose-only effect, or effect the other way, or a change in a side signal; inactive means no such curve, though single readings can be large or run the other way; the % refers to the polarisation; further: potency means the concentration at half of the fitted maximal effect; % of control where 0% means no effect; many of its hits are not listed in these tables
S-ASM inh: Inhibitors of Secretory Acid Sphingomyelinase (S-ASM): qHTS. 0.006% of 340,000 active. placental ASM, HMU-PC fluorogenic substrate, 60 min. Sphingomyelin phosphodiesterase (Homo sapiens), P17405. Potency, µM (doses to about 57.5 µM), for the others: at the highest dose activity change, negative = inhibition, actives largely listed as inhibitors; further: potency means the concentration at half of the fitted maximal effect
Target sequence (P17405 47-631 limits assumed): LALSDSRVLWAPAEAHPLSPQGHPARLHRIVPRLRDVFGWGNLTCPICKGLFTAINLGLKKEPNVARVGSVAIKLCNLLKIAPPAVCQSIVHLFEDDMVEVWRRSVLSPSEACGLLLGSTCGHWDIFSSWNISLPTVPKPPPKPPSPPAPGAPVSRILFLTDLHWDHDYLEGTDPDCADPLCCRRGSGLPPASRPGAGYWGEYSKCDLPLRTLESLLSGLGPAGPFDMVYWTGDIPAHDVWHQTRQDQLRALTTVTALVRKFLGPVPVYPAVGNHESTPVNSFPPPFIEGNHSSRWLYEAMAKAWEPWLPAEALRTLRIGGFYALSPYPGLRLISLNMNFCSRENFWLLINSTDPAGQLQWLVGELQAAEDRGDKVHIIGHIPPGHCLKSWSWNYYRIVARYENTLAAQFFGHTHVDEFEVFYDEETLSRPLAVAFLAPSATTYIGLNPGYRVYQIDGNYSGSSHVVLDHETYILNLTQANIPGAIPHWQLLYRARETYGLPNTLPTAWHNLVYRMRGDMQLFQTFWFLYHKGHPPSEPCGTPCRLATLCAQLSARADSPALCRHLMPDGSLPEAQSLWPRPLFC
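HMU-PC0 cleavage (9 uM final) by human placental ASM, 60 min at 37 °C following 10 min compound exposure at RT; stopped at pH 10, fluorescence Ex 386/Em 447 nm.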
Integrin act MD: qHTS for Activators of Integrin-Mediated Alleviation for Muscular Dystrophy. alpha7betagal myoblasts, beta-gal FDG fluorescence, 48 h. Potency, µM (highest dose often 38.3 µM), without a hit: at the highest dose activation, usual class: activators. 0.064% of 350,000 active. AID 624291, 2012;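 further: potency means the concentration at half of the fitted maximal effect; 100% = response of the positive control SU9516; nearly all actives have a fitted effect of over 60% in size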
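alpha7betagal+/- myoblasts (passage 13, 250/well) treated 48 h at 37C with compounds at 1:260 dilution of DMSO stock. Lysed, then beta-galactosidase activity read as FDG fluorescence (ex 480/em 540) after 30 min, with pre-read for autofluorescence.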
TSG101-PTAP inh: qHTS Assay for Iinhibitors of HIV-1 Budding by Blocking the Interaction of PTAP/TSG101; Tumor susceptibility gene 101 protein (Homo sapiens), Q99816; Fluorescence polarization, FITC-PTAP peptide / Tsg101 binding; Potency, µM (doses to about 115 µM), for inactives: top-dose activity change, negative = inhibition, most hits filed as inhibitors; 340,000 tested, under 10 active; AID 493005, 2010; active means well fitted inhibition curve with a large enough effect in the main read-out, with a control signal flat, not every such curve was filed as active; inconclusive means small, poorly fitted or top-dose-only effect, or effect the other way, or a change in a side signal; inactive means no such curve, though single readings can be large or run the other way; further: potency means the concentration at half of the fitted maximal effect; % of control where 0% means no effect
Target sequence (Q99816 whole entry, looked up): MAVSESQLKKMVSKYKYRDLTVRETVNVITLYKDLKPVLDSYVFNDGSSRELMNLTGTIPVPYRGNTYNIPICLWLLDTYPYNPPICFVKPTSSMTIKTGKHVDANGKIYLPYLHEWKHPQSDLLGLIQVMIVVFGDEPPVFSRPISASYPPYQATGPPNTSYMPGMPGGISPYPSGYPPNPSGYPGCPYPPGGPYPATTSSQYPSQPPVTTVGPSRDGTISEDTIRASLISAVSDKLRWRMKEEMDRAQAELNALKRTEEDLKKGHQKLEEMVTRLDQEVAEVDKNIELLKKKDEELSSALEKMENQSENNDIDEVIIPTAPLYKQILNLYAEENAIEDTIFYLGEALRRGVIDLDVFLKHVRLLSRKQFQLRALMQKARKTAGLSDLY
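FP read-out: FITC-PTAP peptide, 50 nM final, binding Tsg101 binding domain, 10 uM final; 20 min, r.t.; 10 mM HEPES pH 7.5, 0.15 M NaCl, 0.01% Tween 20, 3 mM EDTA, 0.1 mM TCEP.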
Giardia kill: Small Molecules that selectively kill Giardia lamblia: qHTS; Giardia lamblia trophozoite viability; activity change, % at 7.66 µM, hits read low; 0.15% of 340,000 active; AID 540267, 2011; in the data active means activity change below about -80%; inconclusive means between about -30% and that limit;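 further: parasites exposed to compound for two days anaerobically before the ATP read; on the % scale 0 is the no-effect control and ±100 the full control effect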
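Killing of trophozoites was scored by loss of ATP luminescence after a 48 hrs anaerobic exposure to compounds at 37 deg C, using 100 cells per well.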
Active calls of the source: *; u = inconclusive; x = not tested or not shown; & = joins results of further samples; [ ] = remark or other dose. Unless noted, the call rests on the fitted dose curve; in most records, active means well fitted curve in the direction sought with a large enough effect; inconclusive means small, poorly fitted or top-dose-only effect, or another doubt; inactive means no such curve, though single readings can be large; an effect the other way counts as inactive or inconclusive. The list is partial; rates above refer to the full screens.

Letters – A = Coupling enz; B = Chronic BCR inh; C = Menin MLL FP TR; D = S-ASM inh; E = Integrin act MD; F = TSG101-PTAP inh; G = Giardia kill
[1] CCCC(=O)O[C@]1(C(=O)COC(C)=O)CC[C@H]2C3C[C@H](F)C4=CC(=O)C=CC4(C)[C@@]3(F)[C@@H](O)CC21C (stereo not given in full)
  A: x | B: x | C: 4.2% | D: x | E: x | F: x | G: x
[2] OCc1ccccn1
  A: x | B: x | C: 0.5% | D: x | E: x | F: x | G: x
[3] C/C=C/C=N/NC(=O)c1ccncc1
  A: x | B: x | C: -9.4% | D: x | E: x | F: x | G: x
[4] CCCOC(C(=O)OC1CCN(C)CC1)(c1ccccc1)c1ccccc1
  A: x | B: x | C: -4.3% | D: x | E: x | F: x | G: x
[5] COc1ccc(-c2ccc3cc(C(=O)O)ccc3c2)cc1C12CC3CC(CC(C3)C1)C2
  A: x | B: x | C: 42.3%[activator] | D: x | E: x | F: x | G: x
[6] CC(=O)Nc1ncc([N+](=O)[O-])s1
  A: x | B: x | C: -2.5% | D: x | E: x | F: x | G: x
[7] O=C(Nc1ccc(Cl)c(Cl)c1)C1CC1
  A: x | B: x | C: 16.5% | D: x | E: x | F: x | G: x
[8] CC(=O)N1CC(O)CC1C(=O)O (stereo not given)
  A: x | B: x | C: 9.1% | D: x | E: x | F: x | G: x
[9] CC(=O)O[C@@]12CO[C@@H]1C[C@H](O)[C@@]1(C)C(=O)[C@H](O)C3=C(C)[C@@H](OC(=O)C(O)[C@@H](NC(=O)OC(C)(C)C)c4ccccc4)C[C@@](O)([C@@H](OC(=O)c4ccccc4)[C@H]21)C3(C)C (stereo not given in full)
  A: x | B: x | C: -9.2% | D: x | E: x | F: x | G: x
[10] Cc1cccc(C)c1NC(=O)CN(CC(=O)O)CC(=O)O
  A: x | B: x | C: -7.8% | D: x | E: x | F: x | G: x
[11] CCCCCCCCCCCCCCNCCO
  A: x | B: x | C: 5.7% | D: x | E: x | F: x | G: x
[12] CCCCCCCCCCCCCC[N+](C)(C)Cc1ccccc1
  A: x | B: x | C: -16.2% | D: x | E: x | F: x | G: x
[13] Cc1ccc2nc(N)[nH]c(=O)c2c1Sc1ccncc1
  A: x | B: x | C: 5.3% | D: x | E: x | F: x | G: x
[14] NS(=O)(=O)c1cc(-c2nn[nH]n2)c(NCc2cccs2)cc1Cl
  A: x | B: x | C: -2.5% | D: x | E: x | F: x | G: x
[15] CNC1CCCN(c2c(F)cc3c(=O)c(C(=O)O)cn(C4CC4)c3c2OC)C1 (stereo not given)
  A: x | B: x | C: 6.2% | D: x | E: x | F: x | G: x
[16] CO/N=C(/C(=O)N[C@@H]1C(=O)N2C(C(=O)O)=C(C[n+]3ccc(N)n3CCO)CS[C@H]12)c1csc(N)n1
  A: x | B: x | C: -2.1% | D: x | E: x | F: x | G: x
[17] CC(=O)O[C@H]1Cc2ccccc2N(C(N)=O)c2ccccc21
  A: 0.5 | B: x | C: -10.1% | D: x | E: x | F: x | G: x
[18] CC1OC(OCC2OC(Oc3cc(O)c4c(c3)OC(c3ccc(O)cc3)CC4=O)C(O)C(O)C2O)C(O)C(O)C1O (stereo not given)
  A: 1.9 | B: x | C: 0.1% | D: x | E: x | F: x | G: x
[19] Cc1cccc(Nc2cc(Cl)nc(SCC(=O)O)n2)c1C
  A: 0.8&13.0&14.6 | B: x | C: 1.7% | D: x | E: x | F: x | G: x
[20] C#C[C@@]1(O)CCC2C3CCC4=CC(=O)CCC4C3CC[C@@]21CC (stereo not given in full)
  A: -2.6 | B: x | C: u | D: x | E: x | F: x | G: x
[21] NCCNC(=O)c1ccc(Cl)cn1
  A: 0.0 | B: x | C: 16.9% | D: x | E: x | F: x | G: x
[22] CCCCC(=O)O[C@]1(C(=O)CO)[C@H](C)C[C@H]2[C@@H]3CCC4=CC(=O)C=C[C@]4(C)[C@@]3(F)[C@@H](O)C[C@@]21C
  A: -0.9 | B: x | C: 3.3% | D: x | E: x | F: x | G: x
[23] COc1ccc(/C=C\C(=O)Nc2ccccc2C(=O)O)cc1OC
  A: 4.4 | B: x | C: 43.2%[activator][24.8 µM] | D: x | E: x | F: x | G: x
[24] CCC(=O)O[C@@]1(C(=O)SCF)[C@@H](C)C[C@H]2[C@@H]3C[C@@H](F)C4=CC(=O)C=C[C@@]4(C)[C@]3(F)[C@@H](O)C[C@]21C
  A: -1.0 | B: x | C: -2.7%[24.8 µM] | D: x | E: x | F: x | G: x
[25] CC[C@@]1(O)CC2CN(CCc3c([nH]c4ccccc34)[C@](C(=O)OC)(c3cc4c(cc3OC)N(C)C3[C@@](O)(C(=O)OC)C(OC(C)=O)[C@]5(CC)C=CCN6CC[C@@]43C65)C2)C1 (stereo not given in full)
  A: 3.1 | B: x | C: -19.8% | D: x | E: x | F: x | G: x

2 entries from above, with values under each structure:
Values run as follows: Coupling enz	Chronic BCR inh	Menin MLL FP TR	S-ASM inh	Integrin act MD	TSG101-PTAP inh	Giardia kill
23: COc1ccc(/C=C\C(=O)Nc2ccccc2C(=O)O)cc1OC
  4.4	x	43.2%[activator][24.8 µM]	x	x	x	x
24: CCC(=O)O[C@@]1(C(=O)SCF)[C@@H](C)C[C@H]2[C@@H]3C[C@@H](F)C4=CC(=O)C=C[C@@]4(C)[C@]3(F)[C@@H](O)C[C@]21C
  -1.0	x	-2.7%[24.8 µM]	x	x	x	x

(cont.)
Letters – A = Coupling enz; B = Chronic BCR inh; C = Menin MLL FP TR; D = S-ASM inh; E = Integrin act MD; F = TSG101-PTAP inh; G = Giardia kill
[26] CC1(C)OC2CC3C4CC(F)C5=CC(=O)C=C[C@@]5(C)[C@@]4(F)C(O)C[C@@]3(C)[C@]2(C(=O)CO)O1 (stereo not given in full)
  A: -3.0 | B: x | C: -3.2% | D: x | E: x | F: x | G: x
[27] COc1ccc(-c2cc(=O)c3c(O)c(OC)c(OC)c(OC)c3o2)cc1OC
  A: 0.4 | B: x | C: 7.0% | D: x | E: x | F: x | G: x
[28] COc1ccccc1OC[C@H](O)COC(N)=O
  A: -0.8 | B: x | C: -12.9%[24.8 µM] | D: x | E: x | F: x | G: x
[29] CCCCNC(=O)[C@@H]1Cc2ccccc2N1C(=O)[C@H](N)CC
  A: 6.4 | B: x | C: 0.7%[24.8 µM] | D: x | E: x | F: x | G: x
[30] CC1CCC(C(C)C)C(=O)C1 (stereo not given)
  A: -0.3 | B: x | C: 2.4% | D: x | E: x | F: x | G: x
[31] Cc1ccc2nc(NCCN)c3ncc(C)n3c2c1
  A: -6.3 | B: x | C: -2.9% | D: x | E: x | F: x | G: x
[32] CC1CC2C3CC(F)C4=CC(=O)C=C[C@@]4(C)[C@@]3(F)C(O)C[C@]2(C)[C@]1(O)C(=O)COC(=O)C(C)(C)C (stereo not given in full)
  A: 4.8 | B: x | C: -3.8% | D: x | E: x | F: x | G: x
[33] Nc1c2ccccc2nc2ccccc12 (tested in a mixture with another compound)
  A: 4.9 | B: x | C: -13.3% | D: x | E: x | F: x | G: x
[34] O=P(O)(O)OC(CO)CO
  A: 2.5 | B: x | C: 1.9% | D: x | E: x | F: x | G: x
[35] CC1c2cccc(O)c2C(O)=C2C(=O)[C@]3(O)C(O)=C(C(N)=O)C(=O)C(N(C)C)C3C(O)C21 (stereo not given in full)
  A: -3.3 | B: x | C: 0.4% | D: x | E: x | F: x | G: x
[36] COc1cc([C@@H]2Oc3cc([C@H]4Oc5cc(O)cc(O)c5C(=O)[C@H]4O)ccc3O[C@H]2CO)ccc1O
  A: 0.6 | B: x | C: 24.8%[24.8 µM] | D: x | E: x | F: x | G: x
[37] CCC(Sc1nc2ccccc2c2nc(CCn3cncc3C)nn12)C(=O)Nc1cccc(OC)c1 (stereo not given)
  A: x | B: -8.2% | C: x | D: x | E: x | F: x | G: x
[38] Cc1cccc(NC(c2ccccc2F)c2ccc3ccc(C)nc3c2O)n1 (stereo not given)
  A: x | B: -9.4% | C: x | D: x | E: x | F: x | G: x
[39] Cc1cc(C)cc(OCC2CNC(=O)O2)c1 (stereo not given)
  A: 0.2 | B: x | C: 12.5% | D: x | E: -2.0% | F: x | G: x
[40] COc1c(O)cc2c(c1O)[C@@H]1OC(CO)C(O)C(O)[C@H]1OC2=O (stereo not given in full)
  A: x | B: x | C: x | D: -7.8% | E: x | F: 0.7% | G: 18.7
[41] COc1ccc(CN2CCN(C(c3ccc(F)cc3)c3ccc(F)cc3)CC2)c(OC)c1OC
  A: x | B: x | C: -10.7% | D: -4.5% | E: x | F: -2.1% | G: 12.6
[42] O=C(O)/C=C/c1ccc(O)cc1
  A: x | B: x | C: x | D: 5.7% | E: 32.2% | F: -8.2% | G: -7.3
[43] COC(=O)C1=CO[C@@H](OC2OC(CO)C(O)C(O)C2O)[C@@H]2[C@@H](C)[C@@H](O)C[C@H]12 (stereo not given in full)
  A: x | B: x | C: x | D: -2.8% | E: 25.7% | F: -8.5% | G: -6.8
[44] CC1OC(CC(=O)O)CC2=C1C(=O)c1c(O)cccc1C2=O (stereo not given)
  A: x | B: x | C: x | D: -1.8% | E: u | F: -3.7% | G: 5.7
[45] O=C1Cc2c([nH]c3ccc([N+](=O)[O-])cc23)-c2ccccc2N1
  A: x | B: x | C: x | D: -7.7% | E: -52.1%[inhibitor] | F: -1.2% | G: 14.1

Four entries picked at random from those above:
Letters – A = Coupling enz; B = Chronic BCR inh; C = Menin MLL FP TR; D = S-ASM inh; E = Integrin act MD; F = TSG101-PTAP inh; G = Giardia kill
[34] O=P(O)(O)OC(CO)CO
  A: 2.5 | B: x | C: 1.9% | D: x | E: x | F: x | G: x
[36] COc1cc([C@@H]2Oc3cc([C@H]4Oc5cc(O)cc(O)c5C(=O)[C@H]4O)ccc3O[C@H]2CO)ccc1O
  A: 0.6 | B: x | C: 24.8%[24.8 µM] | D: x | E: x | F: x | G: x
[30] CC1CCC(C(C)C)C(=O)C1 (stereo not given)
  A: -0.3 | B: x | C: 2.4% | D: x | E: x | F: x | G: x
[45] O=C1Cc2c([nH]c3ccc([N+](=O)[O-])cc23)-c2ccccc2N1
  A: x | B: x | C: x | D: -7.7% | E: -52.1%[inhibitor] | F: -1.2% | G: 14.1

Screens as filed in PubChem.
